# Source: PubChem BioAssay (several laboratories)
# bIAP inh – intestinal alkaline phosphatase (bovine) inhibition; purified bovine IAP, CDP-star luminescence, 30 min; inhibition, % at 20 µM; 190,000 tested, under 10 active;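 active = over 50% inhibition of intestinal alkaline phosphatase at 20 µM in the single-dose screen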
#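 Assay system – bovine IAP enzyme · Quantity – bovine IAP at 1/65,000,000 final dilution · Detection – CDP-star luminescence signal · Times – 30 min reaction at room temperature · Also added – CDP-star substrate at 30 µM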
# Efa HMGR inh – blocks class II HMG-CoA reductase of Enterococcus faecalis; purified E. faecalis HMGR, NADPH absorbance 340 nm kinetic; inhibition, % at 10 µM; 190,000 compounds, 0.41% hits; AID 1066;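 active = inhibition above a set limit, the median over all tested compounds plus 3 SD, cut at about 9.5% in these data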;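 also: enzyme runs in reverse so mevalonate oxidation gives rising NADPH absorbance; 0% = complete reaction with DMSO and 100% = background rate lacking mevalonate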
# PPARg SRC2 recr – agonists of SRC-2 recruitment by human PPARgamma | activation, % at 8 µM | P37231 | PPARgamma LBD-SRC-2 recruitment, biochemical | 200,000 compounds, 0.34% hits; in the data active = activation above about 22%;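 also: 0% = vehicle and 100% = reference agonist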
# Target sequence (P37231 whole entry, looked up, the tested form may be a part): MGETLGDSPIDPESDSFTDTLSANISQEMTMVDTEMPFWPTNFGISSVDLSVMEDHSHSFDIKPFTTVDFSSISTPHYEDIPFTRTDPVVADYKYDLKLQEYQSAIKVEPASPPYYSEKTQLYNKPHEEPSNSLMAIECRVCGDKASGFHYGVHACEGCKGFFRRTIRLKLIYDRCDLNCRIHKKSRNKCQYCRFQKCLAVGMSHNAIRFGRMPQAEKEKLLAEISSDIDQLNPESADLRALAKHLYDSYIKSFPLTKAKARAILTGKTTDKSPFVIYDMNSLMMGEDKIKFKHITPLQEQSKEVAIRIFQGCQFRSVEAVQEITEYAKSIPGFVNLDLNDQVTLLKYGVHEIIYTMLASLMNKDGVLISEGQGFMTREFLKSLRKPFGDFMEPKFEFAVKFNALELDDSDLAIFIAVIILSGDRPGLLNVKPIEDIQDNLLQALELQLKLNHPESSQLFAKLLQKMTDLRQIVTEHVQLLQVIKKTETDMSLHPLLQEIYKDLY
# TNAP inh noacc – inhibitors of human TNAP without phosphate acceptor. 200,000 compounds, 0.26% hits. inhibition, % at 20 µM. purified TNAP, CDP-star luminescence, 30 min. AID 1012;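 active = tissue-nonspecific alkaline phosphatase inhibition above about 50% at 20 µM in the single-dose screen, limit read from the data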;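 also: 0% = DMSO negative control and 100% = EDTA positive control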
# Target sequence (P05186 whole entry, looked up): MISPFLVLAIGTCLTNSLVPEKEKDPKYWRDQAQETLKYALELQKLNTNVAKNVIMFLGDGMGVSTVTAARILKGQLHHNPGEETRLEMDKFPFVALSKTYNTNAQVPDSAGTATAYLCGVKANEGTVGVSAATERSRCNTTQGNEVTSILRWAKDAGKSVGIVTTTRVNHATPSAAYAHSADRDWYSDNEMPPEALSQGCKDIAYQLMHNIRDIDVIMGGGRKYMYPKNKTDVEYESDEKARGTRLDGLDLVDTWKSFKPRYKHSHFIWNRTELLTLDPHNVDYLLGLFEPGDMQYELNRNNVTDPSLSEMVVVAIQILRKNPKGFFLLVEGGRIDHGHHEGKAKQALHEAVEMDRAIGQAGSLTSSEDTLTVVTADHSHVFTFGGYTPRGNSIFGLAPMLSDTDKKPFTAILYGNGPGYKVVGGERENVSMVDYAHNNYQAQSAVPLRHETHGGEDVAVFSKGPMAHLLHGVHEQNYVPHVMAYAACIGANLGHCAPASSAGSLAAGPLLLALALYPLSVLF
# TNAP inh hiacc – inhibitors of human TNAP at high phosphate acceptor concentration | purified TNAP, CDP-star luminescence, 1 M DEA | inhibition, % at 20 µM | 200,000 compounds, 0.03% hits | AID 1135;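 active = over 50% inhibition of tissue-nonspecific alkaline phosphatase at 20 µM in the single-dose screen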;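 also: plate controls were DMSO wells for no effect and EDTA-quenched wells as full inhibition for full effect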
# bIAP activator – increases bovine intestinal alkaline phosphatase activity | purified bovine IAP, CDP-star luminescence, 30 min; active compounds read high; fold of DMSO-control signal, blank-subtracted | activation factor at 20 µM | 200,000 compounds, 0.17% hits;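 active = activation factor of 2 or more at 20 µM, a signal rise over negative controls twice the positive control's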
# PPARg SRC-3 ag – promotes SRC-3 coactivator recruitment by human PPARgamma; AID 731; biochemical PPARgamma/SRC-3 coactivator recruitment assay; activation, % at 8 µM; 200,000 compounds, 0.26% hits; P37231; in the data active = activation above about 23%;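 also: 0% = DMSO and 100% = reference agonist; some compounds past the cut are filed as inactive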
# TR-FRET SRC-2 ct – flags TR-FRET format artefacts in PPARgamma SRC-2 recruitment agonist screen. TR-FRET ratio at 8 µM. TR-FRET artefact counter-screen; active compounds read high. AID 1049. 200,000 compounds, 0.4% hits; in the data active = TR-FRET ratio above about 2000; also: inactives centre near 1500
# TNAP act hiacc – TNAP (human) activation, high acceptor; P05186; 200,000 tested, under 10 active; activation factor at 20 µM; purified TNAP, CDP-star luminescence, 1 M DEA, 30 min; active compounds read high; 0 = EDTA background, 1 = DMSO-only activity;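 active = activation factor at least 2 at 20 µM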
#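 Assay system: human TNAP; Input: enzyme diluted 1/800 final; Reagent: CDP-star luminogenic substrate at 100 µM final; Timing: 30 min, room temperature; Signal: luminescence; Evaluation: TNAP activation factor scaled between EDTA and DMSO control wells.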
# PPARg SRC1 recr – agonists of human PPARgamma SRC-1 coactivator recruitment; P37231; PPARgamma-SRC-1 coactivator recruitment biochemical assay; activation, % at 8 µM; 200,000 compounds, 0.41% hits; in the data active = activation above about 19%;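 also: 0% = DMSO and 100% = reference agonist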
# * hit, by the source's call; nt = not tested or not shown. Not a hit list (roughly 1.6% active in at least one column).
SMILES,bIAP inh,Efa HMGR inh,PPARg SRC2 recr,TNAP inh noacc,TNAP inh hiacc,bIAP activator,PPARg SRC-3 ag,TR-FRET SRC-2 ct,TNAP act hiacc,PPARg SRC1 recr
COc1ccccc1NS(=O)(=O)c1cccc(NC(=O)C2CC(=O)N(Cc3ccccc3)C2)c1 (stereo not drawn),-10,-7,-5,-9,-5,1.1,1,1503,1.1,0
O=C(CSCc1ccccc1)NCCCN1CCOCC1,2,-4,-7,-4,-6,1,-2,1781,1.1,4
COc1ccc(/C=N/n2c(N)nc(-c3ccccc3)c2-c2ccccc2)cc1,17,-6,-1,15,-5,0.8,-3,1648,1.1,-1
COc1ccccc1C(=O)Oc1cc(N)n(S(=O)(=O)c2ccc(C)cc2)n1,6,2,-17,0,2,0.9,-17,1405,1,-1
O=C(O)c1cc(Nc2nc(N3CCOCC3)nc(N3CCOCC3)n2)ccc1Cl,8,2,8,-6,1,0.9,-15,1675,1,3
Cc1ccc(-n2nnnc2-c2cnc(-c3cccnc3)nc2C(F)(F)F)cc1,13,-3,-2,-12,-13,0.9,3,1566,1.1,-2
O=C(NC(=S)N1CCN(c2c(Cl)cccc2[N+](=O)[O-])CC1)c1cccs1,3,-4,-5,-9,3,1,-21,1448,1,2
O=C(c1ccc2c3c(cccc13)CC2)N1CCN(c2ncccn2)CC1,nt,nt,2,nt,nt,nt,-2,1578,nt,-4
O=C(CSc1nc(O)cc(=O)n1-c1ccccc1)N1CCCCC1,4,0,6,-14,-4,1,2,1494,1,1
COc1ccc(S(=O)(=O)N(Cc2ccccc2)c2ccccc2C(=O)Nc2ccccc2C(=O)NCc2ccco2)cc1,5,-1,-4,-12,-2,1,-1,1373,1,6
Cc1nc(Oc2ccc(Cl)cc2)c2oc3ccccc3c2n1,7,3,-4,-9,-3,0.9,1,1481,1,-6
O=C(O)CCC(=O)Nc1ccc(-c2nnc(-c3ccco3)o2)cc1,2,1,9,-17,-6,1,5,1614,1.1,2
CCc1nnc(NC(=O)CSc2nc3ccc(OC)cc3[nH]2)s1,-17,-1,3,-17,-4,1.2,2,1569,1,-7
O=C(c1cccs1)N1CCCc2ccccc21,35,-3,-2,1,-2,0.7,3,1560,1,-2
C[N+]1(C)CC2=Cc3ccccc3CC2C1 (stereo not drawn),0,4,-1,-4,-1,1,3,1398,1,-10
COc1ccc(NCc2nnc(SCC(=O)c3ccc(C)cc3)o2)cc1,15,-6,4,-6,-2,0.9,4,1693,1,3
OC(C#CCN1CCCC1)c1ccccc1 (stereo not drawn),-11,-3,-4,-10,-9,1.1,7,1566,1.1,4
O=C(c1ccco1)N1CCN(C2CC(=O)N(c3ccccc3)C2=O)CC1 (stereo not drawn),-8,-1,7,-20,-4,1.1,2,1548,1,-5
Cc1cc(NC(=O)CN(C)CCOc2ccccc2)ccc1Br,8,1,2,0,-3,0.9,3,1727,1,7
COc1ccc(-n2c(Cc3cccn3C)nnc2SCC(=O)Nc2cccc(OC)c2)cc1,-5,-2,7,-16,-2,1,3,1494,1,0
OC(COc1ccc2c(c1)OCO2)CN1CCCC1 (stereo not drawn),-4,3,-2,-18,-2,1,0,1265,1,6
COCCN(C(=O)CCC(=O)Nc1ccccn1)C(C(=O)NCCC(C)C)c1ccc(OC)cc1 (stereo not drawn),-6,0,3,-14,-11,1.1,1,1471,1.1,3
Cc1cc(O)ccc1NC1=CC(=O)CC(C)(C)C1,16,-1,-1,-4,2,0.8,3,1629,1,5
N#C/C(=C\c1c(Cl)cccc1Cl)c1nc2ccccc2o1,6,-5,5,-6,1,0.9,5,1573,1,1
CCc1nc(C#N)c(N2CCOCC2)o1,2,1,0,0,7,1,-5,1595,0.9,8
CN(C)Cc1ccccc1Sc1cccc2ccccc12,-127,0,3,-7,0,2.3*,2,1741,1,-2
COC(=O)c1cccc([N+](=O)[O-])c1CS(=O)(=O)c1ccc(C)cc1,20,0,7,-7,-4,0.8,2,1811,1,14
CC1=C(C(=O)OCc2ccccc2)C(/C=C/c2ccccc2)N2C(=O)CCSC2=N1 (stereo not drawn),-6,3,2,-8,-4,1.1,3,1405,1,-1
Cc1cc(C(=O)COC(=O)CC2Sc3ccccc3NC2=O)c(C)n1-c1ccc(Br)cc1 (stereo not drawn),-40,2,-6,-13,-8,1.4,3,1766,1.1,6
O=C(CC1c2ccccc2Oc2ccccc21)Nc1ccccc1F,16,-4,-5,4,-5,0.8,-3,1431,1.1,-7
OCc1cn(-c2ccccc2)nc1-c1cccnc1,8,0,-8,-10,-4,0.9,-9,1525,1,-6
COc1ccccc1NC(=O)Cn1nnc(C(=O)Nc2ccccc2)c1N,14,-4,-4,-5,-1,0.9,0,1539,1,3
O=C(COC(=O)c1nc(Cl)ccc1Cl)c1ccc(Cl)s1,10,-6,13,-16,-1,0.9,9,1652,1,11
COc1ccc(C(=O)OCC(=O)NCc2ccco2)cc1OC,8,1,-2,-18,-6,0.9,-3,1616,1.1,-1
Cc1ccc(S(=O)(=O)N(C)c2ccc(NS(C)(=O)=O)cc2)cc1,5,2,2,-8,-1,1,3,1583,1,1
O=C(NCC(=O)N1CCC(N2CCCCC2)CC1)C1CCCCC1,3,-2,-1,-14,-5,1,-4,1372,1.1,-4
CC1CN(C2CCCCC2)c2nc3c(c(=O)[nH]c(=O)n3C)n2C1 (stereo not drawn),10,-6,1,-8,-5,0.9,10,1367,1,4
COc1ccc(Nc2nc(C)cc(C)c2C(N)=O)c(OC)c1,20,-3,-3,-10,-2,0.8,6,1286,1,3
Cc1ccc(C(=O)/C=C/Nc2cccc([N+](=O)[O-])c2)o1,9,1,10,-14,1,0.9,0,1689,1,0
O=C(COC(=O)Cc1ccc(S(=O)(=O)N2CCOCC2)s1)NCc1ccc(Cl)cc1,4,-1,5,-3,-4,1,-8,1525,1,-2
O=C(NC12CC3CC(CC(C3)C1)C2)C1CC(=O)N(c2ccc(Br)cc2)C1 (stereo not drawn),18,-1,5,-14,-5,0.8,-3,1604,1.1,1
O=C1Nc2ccccc2S/C1=C/NCc1ccccc1Cl,27,1,8,-12,2,0.7,3,1694,1,-4
COc1ccc(CCNS(=O)(=O)c2ccc(Cl)s2)cc1OC,5,1,-4,-10,-2,0.9,1,1606,1,-1
O=C(O)c1ccc2oc(SCC(=O)N3CCCCC3)nc2c1,1,-4,14,-9,-4,1,-9,1833,1,4
Cc1ccc(N2C(=O)C3C4C=CC(CNC(=S)Nc5ccc(F)cc5)(O4)C3C2=O)cc1 (stereo not drawn),13,2,1,-1,-7,0.9,0,1697,1.1,7
O=C(O)C1=C[C@H](c2coc3ccccc3c2=O)C[C@H](OCCCCO)O1,-12,-5,-10,-4,-4,1.1,-3,1375,1,-7
COC(=O)c1nn(-c2ccc(OC)cc2)c(=O)c2c(N)sc(C)c12,-4,-4,0,-2,2,1,0,1430,1,4
CCC(=O)N1CCc2cc(OC)c(OC)cc2C1COc1ccc(C(=O)OC)cc1 (stereo not drawn),1,2,4,-11,-6,1,6,1543,1.1,1

# Reformatted: results already given.
Structure | bIAP inh | Efa HMGR inh | PPARg SRC2 recr | TNAP inh noacc | TNAP inh hiacc | bIAP activator | PPARg SRC-3 ag | TR-FRET SRC-2 ct | TNAP act hiacc | PPARg SRC1 recr
COc1ccc(CCNS(=O)(=O)c2ccc(Cl)s2)cc1OC | 5 | 1 | -4 | -10 | -2 | 0.9 | 1 | 1606 | 1 | -1
O=C(O)c1ccc2oc(SCC(=O)N3CCCCC3)nc2c1 | 1 | -4 | 14 | -9 | -4 | 1 | -9 | 1833 | 1 | 4
Cc1ccc(N2C(=O)C3C4C=CC(CNC(=S)Nc5ccc(F)cc5)(O4)C3C2=O)cc1 (stereo not drawn) | 13 | 2 | 1 | -1 | -7 | 0.9 | 0 | 1697 | 1.1 | 7
O=C(O)C1=C[C@H](c2coc3ccccc3c2=O)C[C@H](OCCCCO)O1 | -12 | -5 | -10 | -4 | -4 | 1.1 | -3 | 1375 | 1 | -7

# (list continues)
SMILES,bIAP inh,Efa HMGR inh,PPARg SRC2 recr,TNAP inh noacc,TNAP inh hiacc,bIAP activator,PPARg SRC-3 ag,TR-FRET SRC-2 ct,TNAP act hiacc,PPARg SRC1 recr
O=C(Nc1ccc(N2CCCCC2)cc1)c1ccc2ccccc2n1,2,3,5,13,1,1,4,1620,1,7
COc1ccc(N(C2=NCCCS2)S(=O)(=O)c2ccc(C(C)(C)C)cc2)cc1,0,-5,-4,-4,-3,1,5,1635,1,13
c1ccc(CN2CCN(Cc3cn4cccnc4n3)CC2)cc1,-1,-4,1,-5,1,1,-1,1422,1,-1
COc1ccc(C)cc1NC(=O)C(OC(=O)CNC(=O)c1cccc(F)c1)c1ccccc1 (stereo not drawn),17,-7,-5,-11,-2,0.8,-6,1666,1,6
C=CCNc1ncnc2ccccc12,-9,nt,-5,-4,-8,1.1,1,1620,1.1,-5
Cc1ccc(N(C(C)C(=O)N2CCOCC2)S(C)(=O)=O)cc1C (stereo not drawn),-15,-3,14,-7,-3,1.1,2,1623,1,7
Cc1ccc2nc(NC(=O)c3ccco3)sc2c1,-4,0,13,-5,-4,1,-6,1432,1,6
COc1cc(C=O)ccc1OCC(=O)N1CCOCC1,6,-1,-6,-6,-6,0.9,9,1716,1.1,4
Cc1cccc(NC(=O)CN2C(=O)N/C(=C/c3cc(C)n(C)c3C)C2=O)c1,-7,-3,1,-4,0,1.1,2,1564,1,-2
CCN(CC1CCCO1)C(=O)CCc1nnc(Cc2ccc3c(c2)OCO3)o1 (stereo not drawn),-2,-2,12,-4,0,1,-1,1605,1,8
CC(=O)C1=C(C)NC(=O)NC1c1cccs1 (stereo not drawn),7,0,7,-9,6,0.9,-1,1630,0.9,5
COc1cccc(C(=O)Nc2ccncc2)c1,7,7,-4,-1,-2,0.9,7,1552,1,4
CC1=Nc2cc([N+](=O)[O-])ccc2NC(C)(C)C1,0,-1,9,10,10,1,3,1424,0.9,-5
O=c1[nH]c(CN2CCCCC2)nc2c1C1(CCCC1)Cc1ccccc1-2,nt,nt,-4,nt,nt,nt,12,1550,nt,5
COc1ccc2nc(-c3ccccc3)cc(OC)c2c1,1,-6,5,-11,5,1,3,1728,0.9,-2
CCCCNC(=O)CC1N=C2c3ccccc3N=C(SCC(=O)Nc3ccccc3OC)N2C1=O (stereo not drawn),-8,-1,3,-6,-2,1.1,-2,1637,1,-1
Nc1ncn(CC(=O)c2ccccc2)n1,16,4,8,-5,-5,0.8,1,1544,1.1,11
Cc1cc(-c2ccco2)n(CC(=O)O)n1,3,-6,1,-5,-3,1,-1,1421,1,-3
O=C(O)c1cccc(COc2ccccc2Cl)c1,-8,3,nt,-14,-4,1.1,nt,nt,1,nt
CCn1c(COc2ccc(OC)cc2)nnc1SCC(=O)Nc1cc(OC)ccc1OC,7,-5,0,-9,-2,0.9,2,1405,1,-8
CCC(C)NC(=O)C1(C)CCC(=O)N1CCc1ccc(OC)c(OC)c1 (stereo not drawn),2,0,2,-5,2,1,6,1534,1,6
O=c1oc(-c2ccco2)nc2sc3c(c12)CCCC3,-19,2,4,-5,-1,1.2,20,1506,1,-6
CC(=O)Nc1ccc(C(=O)Nc2ccc(S(=O)(=O)N3CCCC3)cc2)cc1,12,-5,10,-8,-4,0.9,5,1618,1,9
COc1ccc(NC(=O)CC2COc3ccccc3O2)c(OC)c1 (stereo not drawn),2,-10,-1,-5,0,1,13,1667,1,3
